# Assay outcomes (PubChem BioAssay)
# tuberculosis growth: growth inhibition of non-replicating M. tuberculosis (AID 488890); actives 0.39% (n = 320,000); Mycobacterium tuberculosis non-replicating, growth inhibition; higher % means a stronger effect; one-dose inhibition, % at 25 µM; IC50 in µM for titrated hits; in the data active = a potency from the dose series; inconclusive = inhibition mostly from about 82% at the one dose, without a potency; inactive = the rest, 99 in 100 with inhibition below about 76%;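 also: plate controls were DMSO cells for no effect and high antibiotic wells for full effect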
# VEEV TC-83 Vero: inhibitors of VEEV TC-83 cytopathic effect, confirmation, Vero cells (AID 588727). Vero cells, VEEV TC-83 cytopathic effect inhibition; higher % means a stronger effect. inhibition, % at 20 µM, or IC50 in µM where a hit was titrated. actives 0.13% (n = 350,000); in the data active = a potency from the dose series; inconclusive = inhibition mostly from about 14% at the one dose, without a potency; inactive = the rest, 99 in 100 with inhibition below about 12%; also: strong numbers were not always called active
# M. tuberculosis HTS: M. tuberculosis growth inhibition, HTS (AID 449762) | M. tuberculosis H37Rv growth inhibition, 7H9 media; higher % means a stronger effect | actives 0.59% (n = 330,000) | one-dose inhibition, % at 25 µM; IC50 in µM for titrated hits; in the data active = a potency from the dose series; inconclusive = inhibition above about 70% without an active follow-up result;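 also: bacterial growth assessed after seven days of incubation; strong numbers were not always called active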
# influenza NS1A: H1N1 influenza NS1A inhibitors, functional cell based assay (AID 504329). one-dose inhibition, % at 12.5 µM; IC50 in µM for titrated hits. NS1A functional cell-based assay, percent inhibition; higher % means a stronger effect. actives 0.3% (n = 340,000); in the data active = a potency from the dose series; inconclusive = inhibition above about 27% without an active follow-up result; also: strong numbers were not always called active
# Salmonella PhoP GFP: PhoP regulon inhibitors, Salmonella typhi PhoP promoter GFP reporter, confirmatory (AID 1850) | actives 0.33% (n = 310,000) | inhibition, % at 50 µM, or IC50 in µM where a hit was titrated | Salmonella Typhi PhoP-promoter GFP reporter, fluorescence, 4 h; higher % means a stronger effect; in the data active = a potency from the dose series; inconclusive = inhibition mostly from about 25% at the one dose, without a potency; inactive = the rest, 99 in 100 with inhibition below about 19%;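 also: 0% = induced wells with vehicle and 100% = uninduced wells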
# VEEV TC-83 Vero 10K pilot screen: second read-out of VEEV TC-83 Vero, no call of its own (marks repeat the call); inhibition, %; measured here: 10K pilot screen inhibition
# Active calls of the source: *; i = inactive; ? = inconclusive; / = no result given; & = joins results of further samples.
SMILES,tuberculosis growth,VEEV TC-83 Vero,M. tuberculosis HTS,influenza NS1A,Salmonella PhoP GFP,others
Cc1cc(C(=O)NCc2ccc3c(c2)OCO3)c(C)o1,-3%,2.1%,3%,-1%,1%,
Cc1ccc(-c2nc(SC(C)C(=O)N3CCCC3)n[nH]2)cc1 (stereo unspecified),-10%,i,-7%,9%,3%,
Cc1ccc(C(=O)NCc2nnc(SCC(=O)Nc3sc4c(c3C#N)CCCC4)n2C)cc1,9%,0.7%,0%,4%,7%,
CCC(CC)C(=O)OCC(=O)Nc1cccc([N+](=O)[O-])c1,26%,0.3%,-5%,-5%,3%,
COC(=O)C1=C(c2cccc(OCc3ccccc3)c2)C[C@@H]2CC[C@H]1N2C(=O)NCc1ccc2[nH]ccc2c1,6%,5.5%,-9%,3%,/,
CCOC(=O)c1cnc(SSc2ncc(C(=O)OCC)c(N)n2)nc1N,-15%,0.1%,5%,-4%,0%,
C=CCN1C(=O)C2(OCCCO2)c2cccc(C)c21,-3%,0.7%,16%,-1%,5%,
CCCCN=C1NC(=O)C(CC(=O)Nc2ccc(Cl)cc2)S1 (stereo unspecified),-3%,3.8%,-6%,-3%,4%,
COc1ccc([C@@H]2COc3c(ccc4c3C=CC(C)(C)O4)C2)c(OC)c1,-3%,3.1%,-1%,-1%,1%,
CC(C)CN1C(=O)c2ccc(NC(=O)C3CC3)cc2C1=O,-11%,i,1%,-9%,-1%,
CCN1CCN(CC(=O)c2c(C)n(C)c3ccc(OC)cc23)CC1,35%,2.7%,-9%,3%,-3%,VEEV TC-83 Vero 10K pilot screen=0.0
O=C(O)CNC(=O)c1ccc2c(c1)OCCO2,-7%,0.3%,0%,-5%,-10%,
CCOCCCN(C(=O)c1snc(C(N)=O)c1N)C(C(=O)NC1CCCC1)c1ccc(O)cc1 (stereo unspecified),/,7.9%,-6%,5%,5%,
Cc1ccccc1OCC(=O)NNC(=O)c1ccc(-c2ccccc2)cc1,-3%,0.1%,-8%,1%,21%,
Cc1ccccc1-n1c(=O)cc(N2CCc3ccccc32)[nH]c1=O,-16%,1.4%,-7%,11%,-12%,
O=C(CNS(=O)(=O)c1ccc(Cl)cc1)NNC(=O)c1cccnc1,24%,0.7%,-7%,-6%,8%,
Cc1nnc(SCC(=O)N(CC(C)C)c2c(N)n(Cc3ccccc3)c(=O)[nH]c2=O)n1N,-1%,0.2%,-6%,-7%,3%,
Cc1ccc(/C=N/NC(=O)c2cc(-c3cccnc3)nc3ccccc23)cc1,0%,?,-5%,8%,-1%,
COc1cc(NC(=O)c2cc(-c3cccnc3)nc3ccc(C)cc23)c(OC)cc1Cl,1%,/,-3%,/,-10%,
CCOC(=O)NC1(C(F)(F)F)NC(=O)N(c2ccc(F)cc2)C1=O (stereo unspecified),-9%,1.5%,-13%,-5%,-3%,
COc1ccc(C2/C=C\CN(Cc3ccc(N(C)C)cc3)CC(=O)N2Cc2ccc(F)cc2)cc1 (stereo unspecified),39%,1.9%,7%,-6%,-12%,
O=S(=O)(c1ccc(N2CCCC2c2nc3ccccc3s2)nc1)N1CCOCC1 (stereo unspecified),-1%,5.2%,-4%,6%,-3%,
O=C(CC1C(=O)NCCN1Cc1cccc(Oc2ccccc2)c1)NCCCn1cccn1 (stereo unspecified),8%,1.9%,-4%,-10%,-5%,
COc1ccc(CNCCCn2cnc3c(OCc4ccccc4)ncnc32)cc1,/,0.8%,/,-11%,/,
CCN(CC)C(=O)COc1ccc(/C=C(\C#N)S(=O)(=O)c2ccccc2)cc1OC,8%,2.6%,6%,-12%,3%,
CC(=O)c1ccc(NC(=O)C2CC2c2ccccc2)cc1 (stereo unspecified),40%,2.5%,4%,-20%,1%,
O=C(Nc1ccc(S(=O)(=O)N2CCCC2)cc1)c1ccc(Cl)nc1,-12%,9.3%,-5%,-5%,5%,
CCOC(=O)C1=C(C)NC(=O)C(C#N)C1c1ccco1 (stereo unspecified),10%,0.6%,-8%,8%,-1%,
O=C(CCNC(=O)c1ccccc1Cl)NCCCSc1ccccc1,-7%,1.1%,-15%,-10%,/,
CCNC(=S)NNC(=O)c1ccc(=O)n(Cc2ccccc2)c1,-8%,1.0%,-1%,-3%,-5%,
COc1ccc(CNC(=O)CCCn2c(SCC#N)nc3cc4c(cc3c2=O)OCO4)cc1,-9%,0.8%,-8%,-12%,-2%,
COc1cccc(-c2cc(C(=O)NCC3CCCO3)on2)c1 (stereo unspecified),28%,2.4%,-1%,-4%,14%,
O=C(CNC(=O)c1ccccc1)NCC(=O)OCC(=O)c1ccc(F)cc1,-5%,i,-2%,2%,4%,
Cc1ccc(C)c(NC(=O)CN(C)C(=O)c2ccc(-c3ccc(Cl)cc3)o2)c1,9%,2.6%,2%,14%,-7%,
CCOc1ccc(S(=O)(=O)NCc2ccccc2)cc1C(N)=O,-3%,0.7%,7%,-4%,-1%,
CCOc1cc(/C=N/NC(=O)C(=O)NCC2CCCO2)ccc1OCC(=O)N1CCOCC1 (stereo unspecified),-14%,2.1%,-9%,/,8%,
O=C(NC(=S)Nc1ccccc1N1CCCC1)c1cccs1,?,5.3%,9%,-11%,-20%,
CC(OC(=O)C1CC(O)CN1S(=O)(=O)c1ccccc1[N+](=O)[O-])C(=O)N1CCCCC1 (stereo unspecified),3%,i,0%,9%,-8%,
COCCN(C(=O)c1ccc(-c2ccc([N+](=O)[O-])cc2)o1)c1c(N)n(CC(C)C)c(=O)[nH]c1=O,/,0.8%,/,1%,/,
FCCCOc1ccc(-c2nccc(-c3ccc(Br)cc3)n2)cc1,-21%,2.6%,3%,-5%,14%,
O=C(CSc1nnc(-c2cnccn2)n1Cc1ccco1)c1ccccc1,0%,1.2%,0%,-3%,-20%,
COC(=O)c1c(NC(=O)COC(=O)c2ccc(Cl)nc2)sc(C)c1C,-1%,2.1%,10%,-9%,-5%,
CCOC(=O)C(OC(=O)c1sc(=S)n(C)c1C)C(C)=O (stereo unspecified),-14%,0.4%,-3%,1%,-1%,
O=[N+]([O-])C1=C(Nc2cccc3ccccc23)CS(=O)(=O)C1,47%,2.4%,-1%,3%,4%,
CN(C)c1cccc(N(C)C)c1CNC(=O)NC(=O)c1c(F)cccc1F,4%,7.6%,-3%,0%,-7%,
CC(=O)c1cccc(NC(=O)C(OC(=O)c2cccs2)c2ccccc2)c1 (stereo unspecified),25%,1.5%,6%,1%,5%,
O=C(c1cccs1)[C@@H]1[C@@H]2C(=O)N(Cc3ccc4c(c3)OCO4)C(=O)[C@@H]2C2c3ccccc3C=CN21 (stereo partly specified),33%,/,-2%,/,13%,
CC(=O)N1c2ccc(S(=O)(=O)N3CCCC(C(=O)N4CCCC(C)C4)C3)cc2CC1C (stereo unspecified),5%,i,1%,-1%,-10%,
CCOC(=O)C1CCN(C(=O)c2cc3cc(Cl)ccc3[nH]2)CC1,40%,0.5%,1%,22%,-1%,
CCC(C)C1(C2CCCC2)NC(=O)NC1=O (stereo unspecified),/,3.0%,/,13%,/,
C=CCOC(=O)C1=C[C@@H](c2csc3ccccc23)C[C@@H](OCCCCO)O1,55%,0.9%,6%,-1%,-9%,
C=C(C)c1cccc(C(C)(C)NC(=O)Nc2ccc(Cl)cn2)c1,8%,1.2%,4%,-4%,-6%,
COCCN(C(=O)COC(=O)/C=C/c1ccccc1Cl)c1c(N)n(Cc2ccccc2)c(=O)[nH]c1=O,3%,0.6%,2%,-4%,3%,
O=C(CC1NCCNC1=O)Nc1ccc(Oc2ccccc2)cc1 (stereo unspecified),13%,i,-5%,18%,0%,VEEV TC-83 Vero 10K pilot screen=0.9
COc1cccc(S(=O)(=O)NCc2ccc(C(=O)NCC3CCCO3)cc2)c1 (stereo unspecified),-3%,1.6%,-18%,-5%,-1%,
COc1ccc(OC)c(NC(=O)CSCc2cnn(-c3ccccc3)c2-n2cccc2)c1,23%,9.4%,3%,6%,-1%,
COc1cc(C(=O)NCc2nnc(SCC(=O)N3CCOCC3)o2)cc(OC)c1OC,14%,0.9%,3%,8%,1%,
COC(=O)C1=C(c2ccc(F)cc2F)C[C@@H]2CC[C@H]1N2C(=O)N1CCCC1,4%,i,-6%,-16%,/,
O=C(CSc1nc2ccccc2c(=O)n1-c1ccc(F)cc1F)Nc1ccc(N2CCOCC2)cc1,-14%,3.2%,11%,-3%,0%,
CCOc1cc(CN2CCCC(CO)(Cc3ccc(F)cc3F)C2)ccc1OC (stereo unspecified),-6%,i,-1%,20%,2%,

# Ordered by heavy-atom count (lowest first): part of the list above.
SMILES,tuberculosis growth,VEEV TC-83 Vero,M. tuberculosis HTS,influenza NS1A,Salmonella PhoP GFP,others
CCC(C)C1(C2CCCC2)NC(=O)NC1=O (stereo unspecified),/,3.0%,/,13%,/,
CCOC(=O)C1CCN(C(=O)c2cc3cc(Cl)ccc3[nH]2)CC1,40%,0.5%,1%,22%,-1%,
CN(C)c1cccc(N(C)C)c1CNC(=O)NC(=O)c1c(F)cccc1F,4%,7.6%,-3%,0%,-7%,
COc1cc(C(=O)NCc2nnc(SCC(=O)N3CCOCC3)o2)cc(OC)c1OC,14%,0.9%,3%,8%,1%,
O=C(c1cccs1)[C@@H]1[C@@H]2C(=O)N(Cc3ccc4c(c3)OCO4)C(=O)[C@@H]2C2c3ccccc3C=CN21 (stereo partly specified),33%,/,-2%,/,13%,
COCCN(C(=O)COC(=O)/C=C/c1ccccc1Cl)c1c(N)n(Cc2ccccc2)c(=O)[nH]c1=O,3%,0.6%,2%,-4%,3%,

# Later entries:
SMILES,tuberculosis growth,VEEV TC-83 Vero,M. tuberculosis HTS,influenza NS1A,Salmonella PhoP GFP,others
CCOC(=O)c1c(S(=O)(=O)N(C)Cc2ccccc2)c(C)n(C)c1C,-1%,i,-1%,8%,-14%,
Cc1ccc(S(=O)(=O)n2nc(C)c(Br)c2C)c(C)c1C,8%,2.5%,4%,-20%,-4%,
Cn1nnnc1SCC(=O)Nc1cc(S(=O)(=O)N2CCCC2)ccc1Cl,9%,1.3%,-3%,6%,6%,
Cc1noc(C)c1COC(=O)c1ccc2ccccc2n1,?,2.6%,?,-3%,-5%,
Cc1cccc(CC(=O)Nc2c3c(nn2-c2cccc(Cl)c2)CS(=O)C3)c1 (stereo unspecified),6%,0.7%,1%,1%,-15%,
Cc1cc(CN2CCCCC2)oc1C(=O)O,10%,0.1%,-8%,-6%,3%,
CCCCCCCCN=Cc1c(O)[nH]c(=O)[nH]c1=O,46%,1.5%,7%,/,-3%,
O=C1OCCN1CC(=O)N1CCc2c([nH]c3ccccc23)C1c1ccccn1 (stereo unspecified),-1%,1.8%,1%,-5%,-21%,
CCc1cccc2sc(N3CCN(C(=O)c4ccc([N+](=O)[O-])o4)CC3)nc12,?,4.2%,?,3%,12%,
Cn1c(=NC(=O)CN2C(=O)C3CC=CCC3C2=O)sc2ccccc21 (stereo unspecified),11%,0.8%&3.5%,0%,14%&0%,0%,
COc1ccc([C@H]2CC(=O)C=C(c3cc(Cl)ccc3OC)C2)cc1,13%,0.4%,38%,2%,/,
Cc1cc(C)cc(NC(=O)CN2CCC(NC(=O)c3cccc(F)c3)CC2)c1,7%,0.3%,2%,-16%,3%,
O=C(Nc1cccc(Cl)c1)OCc1cn(-c2ccccc2)nn1,-2%,1.3%,3%,7%,8%,
Cc1cc2nc(C)n(CCCNC(=O)Nc3ccccc3)c2cc1C,23%,1.4%,11%,-6%,-1%,
N#Cc1ccc(S(=O)(=O)N2CCN(CC(=O)NCC3(N4CCOCC4)CCCCC3)CC2)cc1,5%,0.3%,-11%,-14%,/,
Cc1c(N2C(=O)C(=O)/C(=C(/O)c3ccc(Br)cc3)C2c2cccnc2)c(=O)n(-c2ccccc2)n1C (stereo unspecified),-7%,0.8%,1%,-11%,4%,
COc1ccc(N2CC(C(=O)NCCc3ccc(Cl)cc3)CC2=O)c(OC)c1 (stereo unspecified),2%,1.9%,7%,8%,-5%,
O=C(CSc1nc(-c2ccccc2)cs1)NCCN1C(=O)CSC1=O,11%,1.2%,2%,-3%,5%,
O=C(NC(=S)Nn1cnnc1)c1ccccc1Br,1%,0.6%,-17%,-7%,0%,
Cc1cc(C)c(C(N)=O)c(SCC(=O)c2cc(C)c(C)cc2C)n1,-12%,0.8%,6%,-11%,-7%,
COc1ccc(CN2CCN(C(=O)c3cccs3)CC2)cc1,-4%,1.1%,5%,1%,-10%,
COc1ccc(-n2ncc(C(C)NS(=O)(=O)c3cc(F)ccc3C)c2C)cc1 (stereo unspecified),9%,6.6%,-1%,-11%,3%,
Cc1cc(NC2CCCCC2)nc(N2CCOCC2)n1,3%,i,5%,-1%,3%,
